AmpC inh no detg – AmpC beta-lactamase inhibition without detergent | AID 485341 | AmpC nitrocefin hydrolysis, absorbance 480 nm, 0.0001% Triton | P00811 | 0.52% of 330,000 active | Potency, µM (doses to about 57.1 µM), without a hit: at the highest dose activity change, negative = inhibition, usual class: inhibitors;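 note: potency is the fitted concentration of half-maximal effect; plate controls were no compound for no effect and no enzyme for full effect; nearly all actives have a fitted effect of over 20% in size; some results filed as inactive show a strong effect at the top dose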
Target sequence (P00811 whole entry, looked up): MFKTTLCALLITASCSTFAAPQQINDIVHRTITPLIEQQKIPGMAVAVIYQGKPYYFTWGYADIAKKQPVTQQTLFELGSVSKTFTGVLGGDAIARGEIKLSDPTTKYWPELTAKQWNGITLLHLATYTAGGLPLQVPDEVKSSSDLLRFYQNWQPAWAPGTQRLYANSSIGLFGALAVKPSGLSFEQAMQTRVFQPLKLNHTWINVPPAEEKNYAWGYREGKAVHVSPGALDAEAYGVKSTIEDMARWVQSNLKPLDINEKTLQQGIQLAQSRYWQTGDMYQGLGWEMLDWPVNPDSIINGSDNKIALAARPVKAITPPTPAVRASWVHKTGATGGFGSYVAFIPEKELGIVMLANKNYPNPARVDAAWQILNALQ
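AmpC (5.3 nM in the dispensed reagent) in 20 mM phosphate pH 7.0 with 0.01% (detergent screen) or 0.0001% Triton X-100 was preincubated with compounds for 15 min at room temperature. Nitrocefin was then added from an 800 uM solution, and hydrolysis was followed at 480 nm.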
AmpC inh detg – AmpC beta-lactamase inhibition with detergent present. Potency, µM (titrated, usually from 114 µM), for inactives: top-dose activity change, negative = inhibition, usual class: inhibitors. AmpC hydrolysis of nitrocefin, absorbance 480 nm, 0.01% Triton. 0.041% of 370,000 active. P00811;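 note: potency is the fitted concentration of half-maximal effect; 0% = no-compound wells and -100% = no-enzyme wells; nearly all actives have a fitted effect of over 25% in size; some results filed as inactive show a strong effect at the top dose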
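20 mM phosphate pH 7.0 + 0.01% (detergent screen) or 0.0001% Triton X-100; 5.3 nM AmpC reagent; cpd preinc 15 min RT; nitrocefin (800 uM stock) to start; A480 q20 s × 4 min; Activity was normalised to no-enzyme and no-compound control wells.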
Sm TGR block – blocks Schistosoma mansoni thioredoxin glutathione reductase | Q962Y6 | purified TGR, DTNB reduction, TNB absorbance 405 nm | Potency, µM (titrated, usually from 114 µM), for inactives: at the top dose activity change, negative = inhibition, actives largely listed as inhibitors | 3% of 360,000 active | AID 485364; note: potency is the fitted concentration of half-maximal effect; nearly all actives have a fitted effect of over 60% in size
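TGR 20 nM + NADPH 100 uM (dispensed conc.), cpd preinc 15 min RT; start with NADPH (500 uM addition) then DTNB (15 mM addition). Kinetic TNB absorbance, 405 nm filter. Four-parameter Hill fit across titration.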
HCV inhibitor – HCV inhibition; Huh7.5.1 HCVcc-Cre infection, luciferase reporter, 44 h; Potency, µM (top dose mostly 41.8 µM), for the others: top-dose activity change, negative = inhibition, most hits filed as inhibitors; 3.4% of 340,000 active; AID 651820; note: potency is the fitted concentration of half-maximal effect
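Infectious HCVcc-Cre (~0.5 moi) was added to cells just after compound, with cells seeded 4 h earlier at 1,000 per well. Luciferase activity after 44 h culture reported infection; substrate was incubated 15 min at room temperature before reading.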
Giardia FBPA inh – inhibitors of Giardia lamblia fructose-1,6-bisphosphate aldolase; A8B2U2; purified Giardia FBPA; Potency, µM (series often up to 59.6 µM), for inactives: at the top dose activity, negative = inhibition, most hits filed as inhibitors; 0.71% of 290,000 active; AID 2451; note: potency is the fitted concentration of half-maximal effect; nearly all actives have a fitted effect of over 55% in size
Target sequence (A8B2U2 whole entry, looked up): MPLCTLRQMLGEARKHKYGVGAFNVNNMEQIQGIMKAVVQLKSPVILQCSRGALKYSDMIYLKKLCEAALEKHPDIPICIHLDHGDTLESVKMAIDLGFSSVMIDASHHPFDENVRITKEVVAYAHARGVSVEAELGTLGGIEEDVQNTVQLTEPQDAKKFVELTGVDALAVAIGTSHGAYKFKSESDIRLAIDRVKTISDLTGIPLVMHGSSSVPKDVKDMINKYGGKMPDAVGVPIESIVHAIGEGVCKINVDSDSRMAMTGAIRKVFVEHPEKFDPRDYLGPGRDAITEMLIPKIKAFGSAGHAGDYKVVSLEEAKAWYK
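40 nM FBPA preincubated 10 min at RT with compound (up to 57.5 uM final), then substrate plus GAPDH/TPI/NAD/arsenate coupling and diaphorase/resazurin added. Fluorescence read after 20 min at RT, 525/598 nm.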
HCMV inh – inhibitors of human cytomegalovirus | HFF cells, HCMV-luciferase reporter, 72 h; hits give low values | activity change, negative = inhibition, % at 57.5 µM | 4.5% of 410,000 active | AID 1259415; in the data active = activity change below about -60%; inconclusive = no clear call, values can overlap the other calls; inactive = above about -39%
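Compounds were evaluated in HFFs infected with an HCMV luciferase reporter virus (MOI 1 PFU/cell). Luciferase in lysates collected 72 h post infection served as the replication measure.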
* hit, by the source's call; u = inconclusive; x = not tested or not shown; [ ] = dose if it differs, or a comment. Unless noted, calls come from the whole dose curve; as a rule, active = well fitted curve in the direction sought with a large enough effect; inconclusive = small, poorly fitted or top-dose-only effect, or another doubt; inactive = no such curve, though single readings can be large; an effect the other way counts as inactive or inconclusive. Unless noted, % is set by controls: 0 for no effect and ±100 for the full control effect.

Preview, 16 compounds:
SMILES | AmpC inh no detg | AmpC inh detg | Sm TGR block | HCV inhibitor | Giardia FBPA inh | HCMV inh
CN1CCN(S(=O)(=O)c2ccc(C(=O)Nc3ccccc3)cc2)CC1 | -2% | -11% | 1% | 18% | 5% | 19
COc1ccc(OCC(=O)Nc2nc(-c3ccc(Br)cc3)ns2)cc1 | x | 9% | 8% | x | x | 2
CCn1c(=O)cc(OCC(=O)NCCc2cccc(C)c2)c2ccccc21 | 59% | 5% | -25% | -26% | -8% | 9
Cc1ccc(NC(=O)Nc2ccc(Cl)cn2)cc1 | -3% | -13% | 6% | 8% | 0% | -4
CC(=O)Nc1ccc(S(=O)(=O)N/N=C/c2ccc(C)o2)cc1 | -22% | -3% | -34% | 15% | -11% | 11
S=C(Nc1ccccc1)Nc1cccc(Br)c1 | -40% | -11% | x | -5% | -9% | -33
COc1cccc(-c2csc(N3CCN(C(=O)Nc4ccc(Cl)cc4)CC3)n2)c1 | -15% | 7% | 0% | 11µM* | -11% | u
COc1ccccc1C(=O)Nc1ccc(OC(C)C(=O)N2CCOCC2)cc1 (configuration not stated) | 8% | 1% | -8% | -3% | x | u
CCSc1nnc(NC(=O)NCC(F)(F)F)s1 | -20% | u | 1% | 13% | 3% | 5
CCCCS(=O)(=O)NC1=NCN(CC)CN1 | -13% | 3% | 6% | 3% | 1% | -20
O=S(=O)(c1ccccc1)N1CCN(Cc2ccccc2C(F)(F)F)CC1 | 2% | u | 5% | -4% | u | -2
CCCCN(CC(O)COc1cccc(C)c1)CC(O)COc1cccc(C)c1 (configuration not stated) | 11% | -6% | 0% | -20% | 3% | -23
Cc1ccc(Cn2nc(C)c(NC(=O)c3nn(C)cc3Cl)c2C)cc1 | 0% | -10% | -27% | 12% | 9% | 23
CCOC(=O)N1CCN(C(=O)c2cnc(Nc3ccccc3OC)c3ccccc23)CC1 | 117%[activator] | u | -2% | -25% | -8% | 13
Cc1ccc(CNc2ncnc3c2c(-c2ccccc2)cn3-c2ccccc2)cc1 | x | 13% | 13% | x | x | 3
CCOP(=O)(OCC)C(Nc1cccc(C(F)(F)F)c1)c1ccc(Br)cc1 (configuration not stated) | 49% | -8% | -8% | -1% | -4% | 62

The list itself, previewed entries included:
SMILES | AmpC inh no detg | AmpC inh detg | Sm TGR block | HCV inhibitor | Giardia FBPA inh | HCMV inh
CN1CCN(S(=O)(=O)c2ccc(C(=O)Nc3ccccc3)cc2)CC1 | -2% | -11% | 1% | 18% | 5% | 19
COc1ccc(OCC(=O)Nc2nc(-c3ccc(Br)cc3)ns2)cc1 | x | 9% | 8% | x | x | 2
CCn1c(=O)cc(OCC(=O)NCCc2cccc(C)c2)c2ccccc21 | 59% | 5% | -25% | -26% | -8% | 9
Cc1ccc(NC(=O)Nc2ccc(Cl)cn2)cc1 | -3% | -13% | 6% | 8% | 0% | -4
CC(=O)Nc1ccc(S(=O)(=O)N/N=C/c2ccc(C)o2)cc1 | -22% | -3% | -34% | 15% | -11% | 11
S=C(Nc1ccccc1)Nc1cccc(Br)c1 | -40% | -11% | x | -5% | -9% | -33
COc1cccc(-c2csc(N3CCN(C(=O)Nc4ccc(Cl)cc4)CC3)n2)c1 | -15% | 7% | 0% | 11µM* | -11% | u
COc1ccccc1C(=O)Nc1ccc(OC(C)C(=O)N2CCOCC2)cc1 (configuration not stated) | 8% | 1% | -8% | -3% | x | u
CCSc1nnc(NC(=O)NCC(F)(F)F)s1 | -20% | u | 1% | 13% | 3% | 5
CCCCS(=O)(=O)NC1=NCN(CC)CN1 | -13% | 3% | 6% | 3% | 1% | -20
O=S(=O)(c1ccccc1)N1CCN(Cc2ccccc2C(F)(F)F)CC1 | 2% | u | 5% | -4% | u | -2
CCCCN(CC(O)COc1cccc(C)c1)CC(O)COc1cccc(C)c1 (configuration not stated) | 11% | -6% | 0% | -20% | 3% | -23
Cc1ccc(Cn2nc(C)c(NC(=O)c3nn(C)cc3Cl)c2C)cc1 | 0% | -10% | -27% | 12% | 9% | 23
CCOC(=O)N1CCN(C(=O)c2cnc(Nc3ccccc3OC)c3ccccc23)CC1 | 117%[activator] | u | -2% | -25% | -8% | 13
Cc1ccc(CNc2ncnc3c2c(-c2ccccc2)cn3-c2ccccc2)cc1 | x | 13% | 13% | x | x | 3
CCOP(=O)(OCC)C(Nc1cccc(C(F)(F)F)c1)c1ccc(Br)cc1 (configuration not stated) | 49% | -8% | -8% | -1% | -4% | 62
C=COCCNC(=O)C(=O)NC(C)C | -18% | -2% | 0% | 15% | 1% | -13
COc1ccccc1O | 1% | u | -11% | -6% | 39% | 32
CCOC(=O)c1nonc1NC(C)=O | -21% | -15% | 1% | -2% | 3% | 26
CC(C)c1ccc(NC(=O)CCS(=O)(=O)c2ccc3c(c2)CC(=O)N3C)cc1 | x | 2% | 5% | x | x | -11
O=C(NCCS(=O)(=O)N1CCN(c2ccccc2F)CC1)c1cccc(Br)c1 | -10% | -1% | 11% | -7% | -4% | -21
COC(=O)c1nc2cc(C)ccn2c1F | -16% | u | 2% | u | 1% | -6
CCN1CCN(C(=O)CCN2C(=O)c3ccccc3C2=O)CC1 | 18% | -4% | 2% | 1% | 5% | 1
COc1cc(S(=O)(=O)N2CCN(C)CC2)c(OC)cc1Br | -12% | u | 1% | 12% | 1% | -19
FC(F)(F)c1cccc(N2CCN(Cc3cccnc3)CC2)c1 | u | -1% | 3% | 12% | 0% | u
CCC1CCC(N2CCN(c3ccc(F)cc3)CC2)CC1 (configuration not stated) | -41% | u | -2% | u | -27% | -13
Cc1cc(=O)[nH]c(SCc2cc(Cl)ccc2OC(F)F)n1 | -25% | u | 0% | 1% | -10% | 28
COc1ccccc1NS(=O)(=O)c1ccc(C(=O)N2CC(C)OC(C)C2)cc1 (configuration not stated) | -3% | u | 0% | -3% | x | -38
COc1cccc(N=CC2=C(O)CCCC2=O)c1 | -4% | 5% | -2% | -2% | 3% | 22
O=CN1CC(=O)N(c2ccccc2)c2c([nH]c3ccccc23)C1 | 28% | 1% | 3% | 8% | -7% | -31
CN(C)c1ccc(/C=N/N(CCO)C2=NS(=O)(=O)c3ccccc32)cc1 | 0% | 1% | -11% | -10% | 3% | -33
Cc1ccc(CCN2CC(C(=O)NCCCN3CCOCC3)CC2=O)cc1 (configuration not stated) | -10% | -1% | 5% | 17% | 4% | -7
Cc1ccc(C(=O)Nc2cc3ccccc3oc2=O)cc1 | -10% | 2% | 18% | -16% | 0% | -67*
Cc1noc(C)c1C(=O)Nc1nnc(-c2ccccc2)s1 | -31% | u | 6% | 23% | -9% | 8
O=C(Nn1cnc2ccccc2c1=O)c1cccc(Cl)c1 | -9% | 1% | -2% | 4% | 8% | -9
O=C(/C=C/c1ccccc1)Oc1cccc2cccnc12 | -10% | -5% | 0% | -30% | -21% | -38

Part of the list above, with values under each structure:
Under each structure: AmpC inh no detg | AmpC inh detg | Sm TGR block | HCV inhibitor | Giardia FBPA inh | HCMV inh
COc1cccc(N=CC2=C(O)CCCC2=O)c1
    -4% | 5% | -2% | -2% | 3% | 22
O=CN1CC(=O)N(c2ccccc2)c2c([nH]c3ccccc23)C1
    28% | 1% | 3% | 8% | -7% | -31

Remaining list, next part.
SMILES | AmpC inh no detg | AmpC inh detg | Sm TGR block | HCV inhibitor | Giardia FBPA inh | HCMV inh
O=C(CCN=C1NS(=O)(=O)c2ccccc21)OCc1c(F)c(F)c(F)c(F)c1F | -20% | u | -11% | -4% | x | 12
CC(C)(C)N1C(=O)[C@H]2[C@@H](c3ccc(Br)cc3)N3C(=O)N(c4ccccc4)C(=O)[C@@]3(C)[C@H]2C1=O | 158%[activator] | -15% | -24% | 22% | 5% | -13
O=C(Cn1nnc(-c2ccccc2F)n1)NCc1ccco1 | 4%[2.29 µM] | -13% | 45µM* | 2% | 6% | 81
CCOc1ccc(N2CC(C(=O)N3CCCC3)CC2=O)cc1 (configuration not stated) | -4% | -3% | 6% | 1% | 2% | u
Cc1sc2ncnc(N3CCN(C(=O)c4ccco4)CC3)c2c1C | 18% | 3% | -8%[57.1 µM] | u | 8% | -67*
COc1ccccc1C(=O)O/N=C(\N)c1ccccn1 | -4% | -1% | -4% | 9% | -16% | 19
Cc1ccccc1-n1c(C)nnc1SCC(=O)N(C)C1CCS(=O)(=O)C1 (configuration not stated) | -20%[11.4 µM] | -10% | -22% | 26% | 7% | 19
C=CC(=O)NCCCc1cc(C(C)(C)C)c(O)c(C(C)(C)C)c1 | 32% | -8% | -30% | u | -4% | -96*
COc1ccc(CC(=O)N2CCc3cc(OC)c(OC)cc3C2COc2ccc3c(C)cc(=O)oc3c2)cc1OC (configuration not stated) | x | 4% | -1% | x | x | 8
Cc1cc(C)n(C(C[N+](=O)[O-])c2ccc(Cl)cc2)n1 (configuration not stated) | 18µM* | 2% | 0% | 17% | u | -105*
CCc1ccc(NC(=O)C(=O)NCCc2csc(-c3cccc(F)c3)n2)cc1 | x | 25% | 3% | x | x | 17
CNC(=O)c1[nH]nc2c1CCc1ccccc1-2 | -22% | 5% | 5% | u | -16% | 50
CCN(c1ccc(OC)cc1)S(=O)(=O)N1CCCC(C(=O)NCc2cccc(C)c2)C1 (configuration not stated) | 13% | u | 0% | -20% | 2% | -4
CCCCOC(=O)c1ccc(NC(=O)c2cc3c(=O)n4cccc(C)c4nc3s2)cc1 | x | 14% | -1% | x | x | 29
COc1ccccc1N1CCN(S(=O)(=O)c2ccc(Cl)s2)CC1 | 1% | -1% | 0% | u | 8% | -10
O=C(Nc1nnc(C2CC2)s1)c1ccc(Cl)nc1 | -21% | -22% | -5% | 0% | x | 55
CN(C)CCCNC(=O)/C(=C/c1ccc(-c2ccc([N+](=O)[O-])cc2)o1)NC(=O)c1ccccc1 | 104%[activator] | 2% | 0% | u | 9% | -8
COc1cccc(NC(=O)Nc2ccccc2SC)c1 | -31% | -6% | x | u | -9% | -29
CCOC(=O)N1CCC(NC(=O)c2ccc(CS(=O)(=O)c3ccc(OC)cc3)o2)CC1 | 13% | u | -16% | -5% | -1% | 8
CCC(=O)N1CCc2cc(S(=O)(=O)NCCC(=O)Nc3cc(C)ccc3OC)ccc21 | x | 3% | -12% | x | x | 3
CCCSCCCNC(=O)C1CCN(C(=O)c2cc3sccc3n2C)CC1 | x | -3% | -6% | x | x | -4
CC1CCCCC12NC(=O)N(CC(=O)Nc1cccnc1Cl)C2=O (configuration not stated) | 0% | -2% | -5% | -4% | x | -19
COc1ccc(C2CC(=O)C(C=NCCN3CCN(C(=S)Nc4ccccc4)CC3)=C(O)C2)cc1 (configuration not stated) | 132%[activator] | 0% | -10% | 12% | 13% | 29
Cc1cc(OC(C)C(N)=O)nc(-c2ccccc2)n1 (configuration not stated) | -16% | u | -5% | -2% | 3% | 5
O=C(CSc1nnc(Cc2ccc(Cl)cc2)o1)Nc1ccccc1 | 0%[2.29 µM] | 2% | -8% | -1% | -8% | -11
